Rtt109 Vps75: inhibitors of C. albicans Rtt109/Vps75 HAT, primary screen, biochemical, ThioGlo CoA-SH fluorescence, plate reader. inhibition, % at 34.9 µM. AID 540336, 2011. hit rate 0.16% among 330,000. Histone acetyltransferase RTT109 (Candida albicans (strain SC5314 / ATCC MYA-2876)), …. purified Rtt109/Vps75, 4 h;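 active means inhibition of at least 50% in every replicate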
Target sequence (Q5AAJ8 whole entry, looked up): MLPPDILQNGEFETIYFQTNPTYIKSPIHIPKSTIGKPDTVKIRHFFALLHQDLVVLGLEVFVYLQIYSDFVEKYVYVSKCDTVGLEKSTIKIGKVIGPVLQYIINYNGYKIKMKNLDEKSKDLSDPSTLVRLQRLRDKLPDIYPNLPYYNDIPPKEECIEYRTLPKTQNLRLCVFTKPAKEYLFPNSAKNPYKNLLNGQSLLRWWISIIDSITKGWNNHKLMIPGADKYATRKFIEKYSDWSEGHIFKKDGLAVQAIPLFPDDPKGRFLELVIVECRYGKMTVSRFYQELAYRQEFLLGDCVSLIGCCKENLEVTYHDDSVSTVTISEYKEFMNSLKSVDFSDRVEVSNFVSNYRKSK
AddAB inh: growth inhibition of E. coli expressing H. pylori AddAB, primary screen, AddAB inhibitor project, absorbance | inhibition, % at 11.9 µM | hit rate 0.29% among 330,000 | AID 435030, 2010; in the data active means inhibition above about 12%;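 further: 0% = vehicle wells of infected cells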
phage Ecoli inh: growth loss of phage-infected E. coli, primary screen, RecBCD inhibitor project, absorbance, with phage, HTS. inhibition, % at 11.9 µM. hit rate 0.26% among 360,000; in the data active means inhibition above about 11%
PfHsp90 set2: growth inhibition of PfHsp90-expressing yeast, primary screen, antimalarial PfHsp90 inhibitor project, S. cerevisiae, BacTiter-Glo luminescence, single point, set 2. BacTiter-Glo ATP, 48 h; yeast lacking PDR1 and PDR3 efflux regulators. inhibition, % at 9.4 µM. hit rate 0.32% among 310,000;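 active means every replicate shows inhibition above about 80%, whatever the replicate mean, limit read from the data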;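 further: 0% = DMSO neutral controls and 100% = 20 µM radicicol positive controls; yeast relying on Plasmodium falciparum Hsp90 in place of its own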
CAL PDZ FP: CAL PDZ peptide-binding inhibitors, primary screen, biochemical, fluorescence polarization, Cer-tagged CAL PDZ, HTS | inhibition, % at 20 µM | purified CAL PDZ, TMR-peptide fluorescence polarization, 1 h | hit rate 0.02% among 330,000 | Golgi-associated PDZ and coiled-coil motif-containing protein (Homo sapiens), Q9HD26 | AID 504414, 2011;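 active means highest replicate inhibition of at least 40%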;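 further: plate controls were DMSO neutral control wells for no effect and unlabeled competitor peptide control wells for full effect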
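System: tagged CAL PDZ domain. Schedule: 1 h room-temperature incubation prior to read. Signal: fluorescence polarization (mP). Measure: percent inhibition from loss of millipolarization.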
E coli growth: E. coli V3065 growth inhibition, primary screen, counter-screen for AddAB inhibitor project, absorbance, OD600. inhibition, % at 11.9 µM. 18 h. hit rate 0.27% among 330,000;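 active means inhibition above the campaign's mean inhibition across all tested compounds plus 3 SD, cut at about 9.9% in these data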;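 further: uninfected addAB+ strain grown without phage in ampicillin broth; 0% = DMSO wells and 100% = ciprofloxacin 0.95 µg/ml wells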
PvdQ inh: P. aeruginosa PvdQ acylase inhibitors, primary screen, biochemical, fluorescence, plate reader and imaging, single point; PvdQ acylase [Pseudomonas aeruginosa LESB58]; purified PvdQ acylase; inhibition, % at 10 µM; hit rate 0.063% among 340,000; in the data active means inhibition above about 30%, passing the limit was not always enough;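 further: 0% = vehicle neutral wells and 100% = reference inhibitor wells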
DAGLB inhibitor: DAGLB lipase inhibitors, primary screen, biochemical, fluorescence, HTS. Diacylglycerol lipase-beta (Homo sapiens), Q8NCG7. HEK293T DAGLB membrane lysate, EnzChek fluorogenic substrate. inhibition, % at 5.17 µM. hit rate 0.059% among 340,000; in the data active means inhibition above about 34%;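 further: 0% = enzyme with vehicle and 100% = wells lacking enzyme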
Target sequence (Q8NCG7 whole entry, looked up): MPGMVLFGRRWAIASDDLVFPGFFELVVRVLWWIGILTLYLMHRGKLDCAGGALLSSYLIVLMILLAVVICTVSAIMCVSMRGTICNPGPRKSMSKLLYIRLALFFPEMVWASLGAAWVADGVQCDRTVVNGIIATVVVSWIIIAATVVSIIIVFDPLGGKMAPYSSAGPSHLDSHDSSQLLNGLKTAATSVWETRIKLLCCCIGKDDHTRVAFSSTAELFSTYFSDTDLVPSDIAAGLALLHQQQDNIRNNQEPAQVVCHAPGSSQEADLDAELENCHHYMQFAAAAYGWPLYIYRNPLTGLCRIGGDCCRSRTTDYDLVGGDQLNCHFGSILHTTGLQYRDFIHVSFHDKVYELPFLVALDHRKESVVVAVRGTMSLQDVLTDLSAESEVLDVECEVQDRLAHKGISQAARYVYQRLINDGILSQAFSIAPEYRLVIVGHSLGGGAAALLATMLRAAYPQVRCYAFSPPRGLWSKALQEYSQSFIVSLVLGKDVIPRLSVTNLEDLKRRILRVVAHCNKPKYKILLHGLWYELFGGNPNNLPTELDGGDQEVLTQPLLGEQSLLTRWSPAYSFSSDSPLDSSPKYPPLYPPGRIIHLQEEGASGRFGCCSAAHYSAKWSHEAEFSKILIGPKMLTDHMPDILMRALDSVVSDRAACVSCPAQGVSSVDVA
Tat export inh: E. coli Tat export inhibitors, primary screen, MC4100, TorA-mCherry reporter, fluorescence, single point; inhibition, % at 10 µM; hit rate 0.036% among 340,000;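 active means mean replicate inhibition at least 50% and at least half of replicates individually reaching 50%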;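 further: exported cargo escapes ClpAP degradation while cytoplasmic cargo is degraded and loses fluorescence; 0% = median of neutral control wells and 100% = median of NaSCN control wells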
Wnt act: Wnt/beta-catenin pathway activators, primary screen, cell-based, plate reader, single point | AID 743398, 2014 | activation, % at 9.35 µM | hit rate 1.2% among 300,000 | Wnt/beta-catenin reporter cell assay, activator; in the data active means activation above about 30%, passing the limit was not always enough;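 further: 0% = neutral control wells and 100% = positive control wells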
* hit, by the source's call; . = not tested or not shown.

#1 CCOC(=O)C1=C(CC)Nc2ccccc2N=C1NC(=O)Cn1cnc2ccccc2c1=O
#2 CCOc1ccccc1CNc1ncnc2ccc(-c3c(C)noc3C)cc12
#3 O=[N+]([O-])c1ccc(S(=O)(=O)Nc2ccc3c(c2)OCCO3)cc1
#4 CC(=O)OCCn1c(=O)c2cc3c(=O)n(CCOC(C)=O)c(=O)c3cc2c1=O
#5 Cc1ccc(C)n1-n1c(C)nc2sc3c(c2c1=O)CCCCC3
#6 O=C(CCNS(=O)(=O)c1cccc2nsnc12)NCc1ccco1
#7 N#Cc1ccsc1NC(=O)COC(=O)C1=NNC(=O)CC1
#8 CSc1ccc(S(=O)(=O)N2CCC(C(=O)N3CCc4ccccc4C3)CC2)cc1
entry no.	1	2	3	4	5	6	7	8
Rtt109 Vps75	-7	-4	-6	2	-2	1	-10	-4
AddAB inh	0.4	-1.6	1.9	2.8	-0.5	4.6	1.6	0.9
phage Ecoli inh	1.3	3.4	-5.4	0.6	2.1	2.2	3.1	1.1
PfHsp90 set2	-8	2	-15	-19	17	-6	6	8
CAL PDZ FP	-2.3	-1.3	1.7	-1.4	-1.1	-0.4	0.2	-1.7
E coli growth	1.4	-1.8	2.5	1.3	-0.2	-0.2	-3.0	-1.1
PvdQ inh	-16	-13	-2	-7	0	-12	-7	-13
DAGLB inhibitor	0	-6	-1	-1	-15	1	-1	-1
Tat export inh	2	3	-1	9	8	1	-11	-4
Wnt act	-4	1	0	.	1	-1	9	-1

#9 CCOC(=O)c1c(NC(=O)CCc2ccc(CC)o2)sc(C)c1C
#10 Cc1nc2c(nc1C)C(=O)c1ccccc1C2=O
#11 Cc1nn(Cc2ccccc2)c(N)c1-c1ccccc1
#12 Cc1cccc(OCC(=O)Nc2ccc(C(=O)NCC(C)C)cc2)c1
#13 CCOc1cc(S(=O)(=O)NCc2ccccc2)ccc1Br
#14 Cc1cccc(NC(=O)c2cc(-c3cccnc3)nc3c(C)cccc23)n1
#15 [O-][n+]1nc2ccccc2c2ccccc21
#16 CCCCC/C=C/C1=CC(=O)C[C@H](c2ccc(OC)c(OC)c2)C1
entry no.	9	10	11	12	13	14	15	16
Rtt109 Vps75	-1	1	-2	2	-5	-5	2	5
AddAB inh	0.8	.	3.6	4.3	3.0	5.1	.	2.0
phage Ecoli inh	1.2	0.5	4.0	4.3	4.4	2.5	4.9	4.1
PfHsp90 set2	-11	-8	-12	19	-32	-57	-4	27
CAL PDZ FP	-1.8	0.3	-0.1	0.4	-0.6	-1.3	-1.7	-0.6
E coli growth	0.2	.	0.0	3.0	0.5	-1.9	.	-2.0
PvdQ inh	2	-10	-3	-7	-14	-5	-8	8
DAGLB inhibitor	-26	-2	-3	0	0	0	3	-5
Tat export inh	-2	-22	-1	6	0	-4	-9	8
Wnt act	.	-3	.	-2	-1	-3	-4	-2

#17 O=C(C1CCCN(S(=O)(=O)c2ccc(Br)cc2)C1)N1CCOCC1 (stereo not given)
#18 O=C(CN1CCN(S(=O)(=O)N2CCCCCC2)CC1)Nc1cc(Cl)ccc1Cl
#19 CN1/C(=C\C(=O)c2oc3ccccc3c2N)C(C)(C)c2ccccc21
#20 COc1ccc(CNC(=O)Cn2nc(C(F)(F)F)c3c2CCC3)cc1
#21 COc1ccc(OC)c(-c2csc(NC(=O)CSCc3c(C)noc3C)n2)c1
#22 CCc1noc(C)c1C(=O)Oc1ccc(N(C)S(=O)(=O)c2ccc(C)c(C)c2)cc1
#23 CCCN(CC(=O)Nc1ccc(F)c(F)c1F)C(=O)c1cc(S(=O)(=O)N(C)C)ccc1N1CCCC1
#24 COc1ccc(S(=O)(=O)N2c3cc(Cl)ccc3Oc3nc4ccccc4nc32)cc1
entry no.	17	18	19	20	21	22	23	24
Rtt109 Vps75	-2	2	2	4	-4	5	22	5
AddAB inh	-0.1	-0.3	3.6	1.9	-2.0	3.3	.	4.1
phage Ecoli inh	2.1	1.4	1.2	1.2	1.1	-1.5	3.1	-1.6
PfHsp90 set2	2	12	-21	17	10	.	-2	-12
CAL PDZ FP	-0.7	0.2	1.4	0.3	-2.1	-3.2	-0.8	-1.1
E coli growth	2.7	1.6	0.5	-0.3	0.3	2.4	.	0.5
PvdQ inh	-3	-12	1	-7	12	8	-12	13
DAGLB inhibitor	1	-4	-13	-3	-2	-8	-1	-5
Tat export inh	-1	8	-4	1	0	-1	5	3
Wnt act	0	-2	.	-2	-2	0	-6	-10

#25 c1coc(-c2nc3nc4ccccc4n3nc2-c2ccco2)c1
#26 O=C(CSc1nncs1)Nc1cccc2ccccc12
#27 Cc1cc(N2CCOCC2)nc2ccc(NC(=O)CCC(=O)N3CCN(c4ccccc4)CC3)cc12
#28 O=C(CCC1CCCN(C(=O)c2cccs2)C1)N1CCN(c2ccccn2)CC1 (stereo not given)
#29 O=C(COC(=O)CCc1ccc(S(=O)(=O)N2CCOCC2)cc1)Nc1ccccc1OC(F)F
#30 COc1nc(N)nc(N)c1NS(=O)(=O)c1ccc(C)cc1
#31 CC1CC(C)CN(c2ccc(C(=O)NCc3ccc4c(c3)OCO4)cc2[N+](=O)[O-])C1 (stereo not given)
#32 CCC(C)Nc1nc(CN2CCOCC2)nc2sc3c(c12)CCC3 (stereo not given)
entry no.	25	26	27	28	29	30	31	32
Rtt109 Vps75	19	5	9	-6	6	-4	3	3
AddAB inh	-1.4	.	-0.1	2.2	-2.0	-0.1	3.5	-1.4
phage Ecoli inh	2.6	2.6	1.6	1.6	1.3	2.6	3.5	2.1
PfHsp90 set2	-55	.	-24	-11	.	-27	3	4
CAL PDZ FP	-0.6	-2.2	-0.8	0.3	-0.3	-2.3	-2.0	0.5
E coli growth	-1.3	.	-1.4	0.8	0.4	-1.3	1.5	-0.8
PvdQ inh	-12	-7	6	-17	-1	-13	-6	-7
DAGLB inhibitor	3	2	0	-4	-1	-1	5	5
Tat export inh	1	-3	-4	-2	9	4	1	-2
Wnt act	.	1	4	-1	-2	0	4	-1

#33 COc1ccc(N2C(=O)C3C4C=CC(c5ccccc5)(C3C2=O)C2C(=O)N(c3ccc(OC)cc3)C(=O)C42)cc1 (stereo not given)
#34 COc1ccc(S(=O)(=O)N(C)C[C@H]2Oc3ccc(NC(=O)Nc4ccccc4)cc3C(=O)N([C@H](C)CO)C[C@@H]2C)cc1
#35 COc1cc(/C=C2/SC(=O)NC2=O)ccc1OCc1ccccc1
#36 CC(C)CC(=O)NC(=S)Nc1ccccc1N1CCCC1
#37 O=[N+]([O-])c1cc(C(F)(F)F)ccc1NCCOc1ccccc1
#38 COc1ccc(NC(=O)N(C)C[C@H]2Oc3c(NC(=O)Nc4ccccc4)cccc3C(=O)N([C@H](C)CO)C[C@@H]2C)cc1
#39 CC(=O)c1cccc(NCC(=O)Nc2cccc(S(=O)(=O)N3CCCCC3)c2)c1
#40 COc1ccc(-c2c(C(F)(F)F)nn(C)c2NC(C)=O)cc1
entry no.	33	34	35	36	37	38	39	40
Rtt109 Vps75	12	-22	14	-4	2	14	5	8
AddAB inh	0.7	-2.1	3.0	-0.2	3.4	3.8	3.6	-1.0
phage Ecoli inh	2.6	2.6	2.9	-0.1	2.8	1.6	1.8	3.9
PfHsp90 set2	15	-6	-12	2	-69	-6	-3	-3
CAL PDZ FP	0.9	-0.9	0.0	0.7	-1.0	-1.0	-1.0	-1.3
E coli growth	-1.7	-0.3	1.2	0.1	-1.6	-0.4	1.0	2.8
PvdQ inh	1	-11	5	-18	14	-5	-18	3
DAGLB inhibitor	-1	1	6	-8	-7	1	1	-3
Tat export inh	9	3	16	10	-3	4	-2	-2
Wnt act	-1	-3	10	0	16	-1	-6	11

Looked up one by one from the list above:
#34 COc1ccc(S(=O)(=O)N(C)C[C@H]2Oc3ccc(NC(=O)Nc4ccccc4)cc3C(=O)N([C@H](C)CO)C[C@@H]2C)cc1
#38 COc1ccc(NC(=O)N(C)C[C@H]2Oc3c(NC(=O)Nc4ccccc4)cccc3C(=O)N([C@H](C)CO)C[C@@H]2C)cc1
#39 CC(=O)c1cccc(NCC(=O)Nc2cccc(S(=O)(=O)N3CCCCC3)c2)c1
entry no.	34	38	39
Rtt109 Vps75	-22	14	5
AddAB inh	-2.1	3.8	3.6
phage Ecoli inh	2.6	1.6	1.8
PfHsp90 set2	-6	-6	-3
CAL PDZ FP	-0.9	-1.0	-1.0
E coli growth	-0.3	-0.4	1.0
PvdQ inh	-11	-5	-18
DAGLB inhibitor	1	1	1
Tat export inh	3	4	-2
Wnt act	-3	-1	-6

(list continues)
#41 CCOc1ccc(-c2nnc(N(CC)C(=O)C3CCC3)s2)cc1
#42 CCN=C1SC(CC(=O)Nc2sc(C)c(C)c2C(=O)OC)C(=O)N1CC (stereo not given)
#43 COc1ccc(C2c3c(noc3C)CC(C)(O)C2C(C)=O)cc1 (stereo not given)
#44 COc1cc(C(=O)NCC(c2cccnc2)N2CCN(c3ccc(F)cc3)CC2)cc(OC)c1OC (stereo not given)
#45 O=C(NCc1ccncc1)c1ccc2nc(Cc3ccccc3F)oc2c1
#46 CC1=CCC2C(=O)N(c3ccc(OC(=O)c4ccco4)cc3)C(=O)C2C1 (stereo not given)
#47 O=C(NC1CCCCC1)c1cc(-c2ccccn2)nc2ccccc12
entry no.	41	42	43	44	45	46	47
Rtt109 Vps75	5	5	3	1	-18	2	11
AddAB inh	-0.1	3.4	-1.5	4.0	0.1	-0.2	6.0
phage Ecoli inh	-1.0	2.1	4.3	3.3	1.8	0.3	4.4
PfHsp90 set2	-42	23	-7	-32	-24	2	2
CAL PDZ FP	-0.1	0.7	0.2	-1.7	-1.9	0.9	-0.6
E coli growth	-3.9	-0.9	-2.3	1.6	-0.8	0.1	-0.1
PvdQ inh	4	8	-20	-2	-6	0	-3
DAGLB inhibitor	-9	-2	0	1	1	-6	-1
Tat export inh	2	5	-1	7	17	4	3
Wnt act	.	.	-2	-3	-1	0	0

Compound activity as filed in PubChem BioAssay.
